High-throughput results (PubChem)
Cathepsin G inh: blocks human cathepsin G enzyme activity. 62,000 compounds, 0.2% hits. inhibition, % at 5 µM (by protocol). AID 581. P08311. purified enzyme, AMC-tetrapeptide fluorescence, pooled mixtures;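 active = inhibition above 20% in each of the two mixture wells holding the compound; inactive = inhibition of 20% or less in either well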;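 also: 0% = enzyme control without mixture and 100% = blank lacking enzyme; strong numbers were not always called active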
C1s block: human complement C1s inhibition; P09871; purified C1s, fluorogenic AMC substrate, pooled mixtures; mean inhibition % of two 10-compound mixtures (stronger effect = higher value), % at 5 µM (by protocol); 62,000 compounds, 0.16% hits; AID 538;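 active = inhibition above 20% in each of the two 10-compound mixture wells holding the compound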;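 also: 0% = enzyme wells lacking compound mixture and 100% = no-enzyme blank wells; some compounds called inactive have numbers as strong as hits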
AP complement: alternative pathway complement inhibition, orthogonal assay | 62,000 compounds, 0.08% hits | Human serum alternative complement pathway, LPS-coated ELISA, C3 deposition; tested in compound mixtures | inhibition, % at 5 µM;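 active = inhibition above 30% in each of the two pooled mixtures holding the compound, so the lower value exceeds 30%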;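 also: 0% = serum in Mg-EGTA without compound and 100% = EDTA serum blank; some compounds past the cut are filed as inactive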
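Test system: human serum complement alternative pathway, C3 deposition onto LPS / Medium: Mg2+-EGTA GVB++ buffer containing human serum at 1:15 dilution / Probe or stimulus: Plate-bound LPS / Times: 1 h at 37 °C / Signal: ELISA with HRP anti-human C3 antibody, TMB substrate, absorbance 450 nm / Measure: percent inhibition / Repeats: two pool placements per compound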
CatB block: inhibitors of human cathepsin B. P07858. purified cathepsin B, fluorogenic substrate, fluorescence. inhibition, %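 (tested at 10 µM)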. 63,000 compounds, 0.1% hits. AID 453; in the data active = inhibition above about 21%;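 also: 0% = enzyme with no compound and 100% = no enzyme blank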
CatS block: blocks human cathepsin S protease activity; P25774; recombinant cathepsin S, AMC dipeptide fluorescence, pooled mixtures; inhibition, %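 (tested at 5 µM per compound within 10-compound mixtures)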; 62,000 compounds, 0.06% hits; in the data active = inhibition above about 32%, passing the limit was not always enough;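 also: 0% = enzyme without compound and 100% = blank without enzyme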
CatL inh: inhibitors of human cathepsin L. purified cathepsin L, fluorogenic substrate, fluorescence. AID 460. 58,000 compounds, 0.17% hits. inhibition, %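 (tested at 10 µM)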. P07711; in the data active = inhibition above about 45%;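 also: 0% = enzyme with no compound and 100% = no enzyme blank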
CatB mixtures: inhibitors of human cathepsin B in compound mixtures | P07858 | Purified cathepsin B, AMC dipeptide fluorescence | inhibition, %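 (ten-compound pools at 5 µM per compound and 50 µM total)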 | 62,000 compounds, 0.06% hits | AID 488; in the data active = inhibition above about 22%, passing the limit was not always enough;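 also: 0% = enzyme without compound and 100% = no enzyme blank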
FXIa mix inh: factor XIa (human) inhibition, mixture screen | P03951 | purified FXIa, fluorogenic substrate, pooled mixtures | inhibition, % at 5 µM | 62,000 compounds, 0.19% hits; in the data active = inhibition above about 20%, passing the limit was not always enough;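 also: each value is inhibition by a whole ten-compound pool holding the compound; 0% = enzyme with no mixture and 100% = wells lacking enzyme; strong numbers were not always called active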
Ec RNAP inh: inhibitors of Escherichia coli RNA polymerase. E. coli RNA polymerase, fluorescence transcription assay. inhibition, %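 (tested at 10 µM)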. 62,000 compounds, 0.2% hits. AID 559; in the data active = inhibition above about 20%;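 also: 0% = enzyme without compound and 100% = no enzyme blank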
Target sequence (P0A8V2 whole entry, looked up): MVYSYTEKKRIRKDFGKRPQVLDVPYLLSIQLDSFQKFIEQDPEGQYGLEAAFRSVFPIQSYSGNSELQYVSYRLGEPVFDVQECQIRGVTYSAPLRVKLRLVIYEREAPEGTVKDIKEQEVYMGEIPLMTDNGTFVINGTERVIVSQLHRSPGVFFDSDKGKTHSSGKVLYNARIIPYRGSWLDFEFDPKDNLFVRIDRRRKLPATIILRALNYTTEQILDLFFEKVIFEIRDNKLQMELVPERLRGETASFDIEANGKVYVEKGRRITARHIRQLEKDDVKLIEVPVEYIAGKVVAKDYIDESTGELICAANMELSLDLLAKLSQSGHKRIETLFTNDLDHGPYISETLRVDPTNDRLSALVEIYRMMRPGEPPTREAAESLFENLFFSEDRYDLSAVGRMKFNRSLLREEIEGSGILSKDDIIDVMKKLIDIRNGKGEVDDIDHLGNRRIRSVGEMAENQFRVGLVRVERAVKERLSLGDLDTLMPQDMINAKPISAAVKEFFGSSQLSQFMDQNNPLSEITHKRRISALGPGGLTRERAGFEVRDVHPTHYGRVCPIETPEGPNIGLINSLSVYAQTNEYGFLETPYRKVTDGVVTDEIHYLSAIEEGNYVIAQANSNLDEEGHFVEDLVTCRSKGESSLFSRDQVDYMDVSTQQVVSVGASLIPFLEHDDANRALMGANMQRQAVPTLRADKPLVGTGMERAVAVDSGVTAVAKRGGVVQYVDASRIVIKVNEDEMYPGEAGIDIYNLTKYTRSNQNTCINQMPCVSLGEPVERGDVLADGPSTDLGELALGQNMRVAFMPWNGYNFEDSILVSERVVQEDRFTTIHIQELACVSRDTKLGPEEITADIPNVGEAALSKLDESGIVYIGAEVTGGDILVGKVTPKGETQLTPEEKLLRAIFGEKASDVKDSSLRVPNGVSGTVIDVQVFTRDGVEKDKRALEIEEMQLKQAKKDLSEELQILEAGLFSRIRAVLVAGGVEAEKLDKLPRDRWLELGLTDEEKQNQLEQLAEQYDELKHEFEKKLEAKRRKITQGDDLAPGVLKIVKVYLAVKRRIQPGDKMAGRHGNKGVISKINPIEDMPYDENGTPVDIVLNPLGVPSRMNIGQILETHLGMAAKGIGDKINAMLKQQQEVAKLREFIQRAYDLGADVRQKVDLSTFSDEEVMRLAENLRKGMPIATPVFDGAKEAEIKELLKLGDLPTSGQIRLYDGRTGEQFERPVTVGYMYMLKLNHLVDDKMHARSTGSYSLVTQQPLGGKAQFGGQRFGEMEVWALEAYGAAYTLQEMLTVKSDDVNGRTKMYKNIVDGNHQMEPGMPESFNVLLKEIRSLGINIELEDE
* hit, by the source's call; i = inactive; . = no result given.

CatS block,CatB mixtures,CatL inh,Ec RNAP inh,AP complement,FXIa mix inh,C1s block,CatB block,Cathepsin G inh,Compound
3,2,.,7,6,1,16,1,9,Cn1c(=O)oc2cc(S(=O)(=O)NCCC(=O)NC3CCCC3)ccc21
-9,2,6,6,13,4,8,1,5,CCOC(=O)c1sc(N)c(C#N)c1COC(=O)CNC(=O)c1ccccc1
-16,-11,-1,9,5,-33,-182,3,-13,COc1ccc(CC(=O)NCc2ccccn2)cc1OC
15,4,2,8,-8,5,-3,6,-8,CCOc1cccc(-c2nn3c(-c4cc(C)[nH]n4)nnc3s2)c1
-2,6,3,9,3,7,12,5,10,O=S1(=O)C=C(N2CCCCC2)c2ccccc21
27,1,20,11,4,6,3,6,2,Cn1c(=O)oc2cc(S(=O)(=O)N3CCC(C(=O)N4CCN(c5ccccc5)CC4)CC3)ccc21
15,5,19,6,-1,7,-16,4,-5,COC(=O)C1CCN(c2cc(=O)n(-c3ccc(OC)cc3)c(=O)[nH]2)CC1
-2,2,4,-1,9,10,12,3,7,CC(=O)Nc1cn(C(C)=O)c(C)n1
0,2,-4,-4,21,1,3,1,6,Cc1ccccc1Cn1c(=O)n(Cc2ccco2)c(=O)c2ccccc21
0,-5,6,3,-3,-4,-1,0,9,CCOC(=O)c1c(C)[nH]c(C(=O)COC(=O)CNC(=O)C2CCCCC2)c1C
-2,-1,7,10,-12,-9,-82,-2,-4,CCCCCCC1CC(CSc2ncn[nH]2)OC1=O (centres undefined)
32,5,7,5,3,5,-13,1,2,CC(C)(C)OC(=O)N1CCN(c2ccc(NC(=O)c3cc4ccccc4oc3=O)cc2)CC1
-5,-1,4,6,16,-13,-15,2,-9,COc1ccc(C2C3=C(CCCC3=O)Nc3nc(SCc4ccccc4)nn32)cc1OC (centres undefined)
-15,4,-2,5,1,3,15,-1,10,CCSc1nnc(NC(=O)c2ccccn2)s1
4,0,.,-3,10,2,-21,3,-14,Cc1cc(Nc2ccc(F)cc2F)n2ncnc2n1
-3,1,4,-1,11,6,12,5,9,Cc1ccc(O)c(N=CC2=C(O)c3ccccc3C2=O)c1
1,13,5,8,21,2,9,2,7,CCC(=O)c1ccc(OCC(O)CN2CC(C)OC(C)C2)cc1 (centres undefined)
-1,0,-2,-5,12,9,2,-1,2,Cc1cc(NC(=O)Cn2nc3c(cc2=O)CCCC3)ccc1Br
-26,-13,-2,-3,7,-14,-192,4,-26,O=S(=O)(c1ccccc1)c1nc(-c2cccs2)oc1NCCCn1ccnc1
5,-7,10,8,3,-8,-34,.,6,COC(=O)CCC(=O)Nc1ccc(OC)cc1
-7,2,-1,3,0,19,-3,-3,13,C=CCc1cccc2cc(C(=O)NC)c(=O)oc12
2,0,26,10,-22,-2,-1,0,-4,COc1ccc(OCCn2c(=N)n(CCO)c3ccccc32)cc1
4,3,0,9,17,7,9,1,9,COCCn1nnnc1C(c1ccc(OC)cc1OC)N1CCN(c2ccccc2F)CC1 (centres undefined)
15,3,12,.,3,-1,10,3,10,Cc1nc2ccc(F)cc2cc1C(=O)NC(C)C
1,0,-2,2,0,-2,0,1,7,COc1cccc(-c2nnc3sc(-c4ccccn4)nn23)c1

The results go on:
CatS block,CatB mixtures,CatL inh,Ec RNAP inh,AP complement,FXIa mix inh,C1s block,CatB block,Cathepsin G inh,Compound
-1,8,-8,3,19,6,1,1,1,COc1cccc(C(=O)c2cc3ccc(O)cc3oc2=O)c1
-8,5,-2,3,19,9,17,5,9,Cc1cccc(Cn2c(SCC(=O)Nc3ccccc3)nc3c2c(=O)[nH]c(=O)n3C)c1
9,-1,15,9,-5,2,-6,1,1,O=C1CC(c2ccc3c(c2)OCO3)c2cc3c(cc2N1)OCCO3 (centres undefined)
0,4,-1,3,13,2,7,0,13,O=C(OCc1cc(=O)n2c(n1)sc1ccccc12)c1ccc2c(=O)n3c(nc2c1)CCC3
-1,2,0,11,6,2,1,3,2,Cc1cc(NCCN2CCOCC2)n2nc(C)c(-c3ccccc3)c2n1
-3,-5,-14,-7,4,10,0,-3,-1,CN(C1CCCCC1)S(=O)(=O)c1ccc(-n2cnnn2)cc1
3,3,8,0,9,-1,2,-2,0,CCOc1ccc(C(=O)OCn2nnc3ccccc3c2=O)cc1OC
-4,-1,1,-6,-6,7,-24,1,-11,CCC(=O)N1CCN(c2ccccc2NC(=O)COc2cc(C)ccc2C(C)C)CC1
5,-2,2,2,5,7,4,2,10,O=C(Nc1nonc1NC(=O)C1CCCCC1)C1CCCCC1
-8,0,9,7,9,5,0,3,5,CC(=O)Nc1ccc(-n2c(C)nc(=O)c(-c3ccccc3)c2C)cc1
-1,0,-6,-8,20,10,-8,1,3,CC1(C)OC(=O)C(=CNc2cccc(C(=O)O)c2)C(=O)O1
-2,0,-6,1,10,7,3,3,3,CCN1CCN(c2cc(=O)n(-c3cc(Cl)ccc3C)c(=O)[nH]2)CC1
13,2,1,8,-7,1,-2,-1,3,COCCn1c(SCC(=O)N2CCCc3ccccc32)nc2ccccc2c1=O
8,-2,.,8,-1,2,2,8,2,Cn1c(=O)c2c(nc(CN3CCCCC3)n2Cc2c(F)cccc2Cl)n(C)c1=O
-9,1,6,7,15,-5,-19,5,5,Cc1ccc(-c2nnn(CCC(=O)NC3CCCC3)n2)cc1
7,2,7,4,-6,6,-11,3,-7,Cc1cc(NC(=O)CSc2nnc3c(C)cc4ccccc4n23)no1
5,3,-8,9,-2,1,1,2,-4,COC(=O)C1C(=O)C2=C(CC1C)NC(C)=C(C(=O)OC1CCCC1)C2c1ccc(N(C)C)cc1 (centres undefined)
-3,-1,2,3,3,7,3,4,34,CCCC(=O)C1=C(O)C(C(=O)OC)C(C)(C)CC1=Nc1ccncc1 (centres undefined)
11,3,1,2,16,18,0,-2,14,O=C(CSc1nnc(CN2CCOCC2)n1-c1ccccc1)N1CCc2ccccc21
11,-7,8,12,-10,-3,-4,4,7,Cc1c(C)[n+](=O)c2c(n1[O-])CCCCC2
-9,-1,-7,-5,4,7,-3,1,-10,O=C1CCCc2nc(N3CCN(c4ccccc4)CC3)ncc21
3,4,.,11,18,12,17,4,14,CN1C(=O)CC(N2CCC(c3nc4ccccc4[nH]3)CC2)C1=O (centres undefined)
-1,6,2,3,19,8,-1,-6,-1,COCCCNC(=O)Cn1nnc(-c2ccc(NC(=O)c3ccccc3OC)cc2)n1
-5,7,-2,-2,20,8,14,1,19,CCCCn1c(SCC(=O)N2CCC(C)CC2)nc2cc(S(N)(=O)=O)ccc21
5,0,7,3,13,7,-2,2,-2,Nc1nc2ccccc2n1CCOc1ccccc1Cl

One compound at a time, from the list above.
Entry for O=C(CSc1nnc(CN2CCOCC2)n1-c1ccccc1)N1CCc2ccccc21 = CatS block: 11; CatB mixtures: 3; CatL inh: 1; Ec RNAP inh: 2; AP complement: 16; FXIa mix inh: 18; C1s block: 0; CatB block: -2; Cathepsin G inh: 14
Entry for CCCC(=O)C1=C(O)C(C(=O)OC)C(C)(C)CC1=Nc1ccncc1 (centres undefined) = CatS block: -3; CatB mixtures: -1; CatL inh: 2; Ec RNAP inh: 3; AP complement: 3; FXIa mix inh: 7; C1s block: 3; CatB block: 4; Cathepsin G inh: 34

Next section:
CatS block,CatB mixtures,CatL inh,Ec RNAP inh,AP complement,FXIa mix inh,C1s block,CatB block,Cathepsin G inh,Compound
-1,7,44,10,12,13,4,-4,-2,Cn1c(=O)c2c(nc(CN3CCN(Cc4ccccc4)CC3)n2Cc2cccc(Cl)c2)n(C)c1=O
3,1,7,2,1,1,2,1,1,O=C1OCCC1Sc1nc2cc(Cl)ccc2s1 (centres undefined)
-3,3,-3,4,12,3,1,1,8,COC(=O)c1sc(NC(=O)CSc2nnnn2-c2ccc(C)cc2C)nc1C
2,-3,25,1,0,6,13,3,8,CCOc1ccc(C(=O)NCC(=O)OC(C)C(=O)NCc2ccco2)cc1OCC (centres undefined)
-1,21,-3,8,16,13,10,0,17,COc1ccc(-n2nnc3c(=O)n(C/C=C/c4ccccc4)cnc32)cc1
-4,-2,6,7,7,8,10,3,9,COc1ccc(C(=O)NCCNC(C)=O)cc1S(=O)(=O)NCc1ccc(Cl)cc1
1,3,-9,9,-5,9,11,1,11,Cc1ccc(C(=O)NCC2CCCO2)o1 (centres undefined)
-4,-3,6,-6,21,7,-2,-7,-2,COCCOC(=O)c1c(C)n(C)c2ccc(OC(=O)c3cccs3)cc12
-1,2,4,2,-3,3,-4,4,-7,CS(=O)(=O)N1CCC(C(=O)Nc2ccc(Oc3ccccc3)cc2)CC1
-8,1,4,3,-4,0,-7,-2,-5,CCOC(=O)C1(Nc2nccs2)Sc2ccccc2NC1=O (centres undefined)
12,1,21,7,-10,2,-43,6,-6,Cc1ccc(C(=O)Nc2sc3c(c2C(=O)O)CCCCC3)o1
-17,-12,i,-128,-2,-36,-218,-29,-28,Cc1c(O)c(CN2CCCCC2)cc2c3c(c(=O)oc12)CCC3
13,1,17,6,4,-4,0,1,12,CCCN(CCC(=O)Nc1ccccc1F)CC1CC1
3,0,-1,5,2,5,-2,2,2,CC(=O)Nc1cccc(N(C)C)c1
11,-1,12,-11,-18,0,-10,-3,-11,CCC(C)NC(=O)c1cc(CC(C)C)on1 (centres undefined)
-4,0,12,7,7,-5,-1,4,1,CC(=O)Nc1ccc(S(=O)(=O)N(CC(=O)O)Cc2ccccc2)cc1
13,0,8,10,4,0,0,-7,2,COC(=O)c1ccc(N2C(=O)CC(SCCN)C2=O)cc1 (centres undefined)
-5,4,9,10,17,6,12,2,9,COc1cc(OC)cc(C(=O)N2CCN(C(=O)c3ccc(OC)c(OC)c3)CC2)c1
-5,0,-8,0,1,1,0,1,0,COc1ccccc1NC(=O)c1nc[nH]c1C(=O)Nc1ccccc1OC
1,-1,18,11,16,-10,-96,4,-1,CC(=O)N1CCN=C1SCc1ccc(F)cc1

These rows are one share of the data; rates above refer to the full screens.
